Cneo AK release: Cryptococcus neoformans lysis via adenylate kinase release; C. neoformans lysis, adenylate kinase release luminescence, 4 h; normalised: neutral wells 0, clomiphene wells 100; lysis activity, % at 15 µM; AID 651654; actives 0.2% (n = 360,000);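 active = mean lysis activity across replicates of at least 80%, whatever share of replicates individually reach that level; inactive = mean lysis activity below 80%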
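Test system: log-phase Cryptococcus neoformans yeast cells; Quantity: yeast cell density of 5 × 10^6 cells/mL; Buffer or medium: YPD; Doses: single compound concentration per well; Timing: 4 h at 37 °C static, read 1 h later; Measured by: AK luminescence; Read-out basis: lysis from increased AK signal; Control set: Clomiphene as positive control.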
PglD inh: inhibitors of Campylobacter jejuni PglD acetyltransferase. purified PglD enzyme, DTNB colorimetric CoA detection. AID 602405. inhibition, % at 12.5 µM. actives 0.098% (n = 360,000); in the data active = inhibition above about 16%, passing the limit was not always enough; note: strong numbers were not always called active
PGC1a acetyl inh: modulators of PGC1a acetylation; AID 651687; inhibition, % at 15.6 µM; actives 0.17% (n = 350,000); U2OS PGC1a acetylation, AlphaScreen anti-acetyl-lysine; with virally co-expressed GCN5 acetyltransferase;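 active = every replicate shows inhibition of at least 40%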;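 note: 0% = neutral control wells and 100% = positive control wells; some results beyond the cut were filed as inactive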
miR-122 sensor: blocks miR-122 activity in Huh7 sensor cells; Huh7 miR-122 Renilla luciferase sensor, 48 h; neutral wells = 0, positive control = 100; activation (reporter increase), % at 12.5 µM; actives 0.3% (n = 340,000); AID 602342;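 active = mean replicate activation score at least 90 and every replicate individually at or above 90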;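 note: higher luciferase means less miR-122 activity so hits act as miR-122 inhibitors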
RAD52 anneal inh: RAD52 (human) annealing inhibition; P43351; recombinant RAD52 DNA annealing, FRET fluorescence; inhibition, % at 18.7 µM; actives 0.46% (n = 360,000);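 active = every replicate showing at least 50% inhibition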
Target sequence (P43351 whole entry, looked up): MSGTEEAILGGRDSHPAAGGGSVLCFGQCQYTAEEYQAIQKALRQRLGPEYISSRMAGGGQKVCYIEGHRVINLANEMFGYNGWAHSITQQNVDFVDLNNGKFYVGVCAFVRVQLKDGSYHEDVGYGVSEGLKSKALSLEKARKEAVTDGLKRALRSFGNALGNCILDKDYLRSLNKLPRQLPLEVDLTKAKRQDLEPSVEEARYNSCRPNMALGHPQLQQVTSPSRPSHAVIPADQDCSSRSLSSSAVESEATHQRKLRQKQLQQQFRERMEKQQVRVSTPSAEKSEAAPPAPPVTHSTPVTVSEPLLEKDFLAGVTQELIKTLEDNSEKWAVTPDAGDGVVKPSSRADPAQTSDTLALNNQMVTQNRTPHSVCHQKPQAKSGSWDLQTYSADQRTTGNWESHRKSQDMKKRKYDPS
RAD54 inh: blocks human RAD54 Holliday junction branch migration; AID 602329; FAM/BHQ fluorescence; inhibition, % at 10.4 µM; actives 0.14% (n = 360,000);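 active = mean normalized replicate activity at least 40 and at least half of replicates scoring 40 or more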;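 note: 0% = median of neutral control wells and 100% = median of positive control wells; inhibitors cause a drop in the FAM fluorescence signal; in these data hits start at about 50%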
E-sel inducer: induces E-selectin expression in human endothelial cells; P16581; HUVEC E-selectin immunofluorescence imaging; normalized: neutral wells 0, TNF-alpha wells 100; activation, % at 7.58 µM; actives 0.37% (n = 260,000); AID 686992;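 active = mean E-selectin-positive cell signal at least 10% of the positive control, reached in at least 60% of replicates, without over 20% cell loss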;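 note: in these data hits start at about 27%; measured in HUVEC primary endothelial cells; signal is the percent of cells scored E-selectin positive by PE staining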
Target sequence (P16581 whole entry, looked up): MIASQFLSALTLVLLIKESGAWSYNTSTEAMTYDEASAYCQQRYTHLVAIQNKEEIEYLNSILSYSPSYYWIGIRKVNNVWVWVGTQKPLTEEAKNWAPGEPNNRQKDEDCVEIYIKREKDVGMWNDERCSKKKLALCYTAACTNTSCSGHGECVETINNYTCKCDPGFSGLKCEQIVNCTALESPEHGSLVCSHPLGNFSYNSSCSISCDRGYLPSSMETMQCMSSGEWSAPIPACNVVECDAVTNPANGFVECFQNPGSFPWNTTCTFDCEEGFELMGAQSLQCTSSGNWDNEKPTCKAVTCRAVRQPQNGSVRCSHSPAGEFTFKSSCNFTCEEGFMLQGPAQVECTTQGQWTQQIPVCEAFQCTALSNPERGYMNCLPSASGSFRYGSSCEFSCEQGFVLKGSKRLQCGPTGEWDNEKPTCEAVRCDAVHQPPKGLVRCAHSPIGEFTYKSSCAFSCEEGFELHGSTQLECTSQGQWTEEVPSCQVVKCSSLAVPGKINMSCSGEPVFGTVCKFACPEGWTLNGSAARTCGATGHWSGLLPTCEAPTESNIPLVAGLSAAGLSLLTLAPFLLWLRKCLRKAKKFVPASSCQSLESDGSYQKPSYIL
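Material: HUVEC primary endothelial cells; Amount: 3,000 cells per well; Dosing: single concentration; Medium: EGM-2 growth medium on 0.1% gelatin-coated wells; Read-out basis: percent E-selectin-positive cells; Signal: immunofluorescence imaging; Control set: TNF-alpha, DMSO.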
ERAP1 inh: blocks human ERAP1 aminopeptidase activity; recombinant ERAP1, Leu-AMC fluorescence, 60 min; inhibition, % at 10.7 µM; actives 0.15% (n = 340,000);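 active = mean replicate inhibition of at least 30%, or all replicates individually reaching that 30% level; inactive = mean below 30% and not every replicate reaching it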;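 note: 0% = neutral control wells and 100% = L-leucinethiol positive control wells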
* marks the source's active call; other numbers are inactive results; · = not tested or not shown; [ ] = another dose, or the depositor's remark.

(1) O=C(CN(C(=O)c1csnn1)c1cccc(F)c1)NCc1ccc2c(c1)OCO2
(2) COCCn1c(=S)[nH]c2cc(C(=O)NCCCN3CCOCC3)ccc2c1=O
(3) CC(C)[C@H](NC(=O)c1cc2cc(Cl)ccc2n1C)C(=O)N[C@@H](C(=O)O)c1ccccc1
(4) COC(=O)c1ccc(NC(=O)Cn2nc(-c3ccncc3)nc2SCC(=O)Nc2nccs2)cc1
(5) COCc1cccc(-c2csc(C(C)(O)c3ccccc3)n2)c1 (stereo not drawn)
assay / entry	1	2	3	4	5
Cneo AK release	1	-1	0	0	0
PglD inh	-5	7	-4	6	6
PGC1a acetyl inh	·	5	·	·	·
miR-122 sensor	-5	-5	·	11	0
RAD52 anneal inh	-7	4	-10	·	-10
RAD54 inh	4	17	-3	12	-9
E-sel inducer	·	·	0.2	·	0.0
ERAP1 inh	0	3	4	·	1

(6) CC1OC(OC2C(Oc3c(-c4ccc(O)cc4)oc4cc(O)cc(O)c4c3=O)OC(COC3O[C@@H](C)[C@H](O)[C@@H](O)C3O)C(O)C2O)C(O)C(O)C1O (stereo partly drawn)
(7) CC(=O)c1ccc(N2CCN(C(=O)c3ccc(C(=O)c4ccccc4)cc3)CC2)cc1
(8) CCOC(=O)c1ccc(N2C(=O)C(O)=C(C(C)=O)C2c2ccccc2)cc1 (stereo not drawn)
(9) Fc1ccc(CNc2nc(-c3ccco3)cc(C(F)(F)F)n2)cc1
(10) Fc1cccc(CSc2ccc3nnc(-c4cccnc4)n3n2)c1
assay / entry	6	7	8	9	10
Cneo AK release	0	-1	-2	0	·
PglD inh	0	4	6	-1	·
PGC1a acetyl inh	5	-2	-10	·	7
miR-122 sensor	-8	4	-2	-2	·
RAD52 anneal inh	1	-26	·	·	-23
RAD54 inh	-5	10	-6	-16	·
E-sel inducer	·	-0.7	·	·	4.1
ERAP1 inh	5	-2	·	·	3

(11) Cc1ccc(C(=O)c2ccccc2C(=O)OCC(=O)NC(=O)NC(C)(C)C)cc1
(12) CCOC(=O)C1=C(C)N(C)C(C)=C(C(=O)OCC)C1c1ccsc1
(13) C[C@H]1CCCCO[C@@H](CN(C)Cc2ccccc2)[C@@H](C)CN([C@@H](C)CO)C(=O)c2cc(NC(=O)C3CCCCC3)ccc2O1
(14) COC(=O)c1cc(OC)c(OC)cc1NC(=S)N1CCOCC1
(15) O=C(N[C@@H](Cc1ccccc1)C(=O)O)c1c(F)c(F)c(F)c(F)c1F
assay / entry	11	12	13	14	15
Cneo AK release	·	·	3	1	2
PglD inh	·	·	3	10	3
PGC1a acetyl inh	-9	-10	-2	-3	·
miR-122 sensor	·	·	-8[16.7 µM]	5	-3
RAD52 anneal inh	2	-14	4	-18	-8
RAD54 inh	·	·	10	-7	-2
E-sel inducer	9.7	5.4	-0.1	11	1.1
ERAP1 inh	-3	4	-1	-2	-2

(16) COCCn1cnc2cc(C)c(C)cc21
(17) Cc1ccc(-c2nnc(NCc3nc4ccccc4[nH]3)c3ccccc23)cc1S(=O)(=O)N1CCOCC1
(18) CC(=O)c1ccc(NC(=O)c2c(C)nn(-c3ccccc3)c2Cl)cc1
(19) COc1ccc(S(=O)(=O)N(C)CC(=O)N2CCN(C)CC2)cc1Cl
(20) Cc1cc(Br)cc(Cl)c1OCC(=O)N1CCN(C(=O)c2ccco2)CC1
assay / entry	16	17	18	19	20
Cneo AK release	1	-1	·	3	-2
PglD inh	2	·	·	1	1
PGC1a acetyl inh	0	-11	-3	·	1
miR-122 sensor	4	4	13	·	4
RAD52 anneal inh	·	·	-2	-1	-13
RAD54 inh	-11	3	·	-3	8
E-sel inducer	·	·	·	0.0	·
ERAP1 inh	·	·	0	0	2

Some of the entries so far, with two lines to a compound.
Values run as follows: Cneo AK release | PglD inh | PGC1a acetyl inh | miR-122 sensor | RAD52 anneal inh | RAD54 inh | E-sel inducer | ERAP1 inh
4) COC(=O)c1ccc(NC(=O)Cn2nc(-c3ccncc3)nc2SCC(=O)Nc2nccs2)cc1
    0 | 6 | · | 11 | · | 12 | · | ·
13) C[C@H]1CCCCO[C@@H](CN(C)Cc2ccccc2)[C@@H](C)CN([C@@H](C)CO)C(=O)c2cc(NC(=O)C3CCCCC3)ccc2O1
    3 | 3 | -2 | -8[16.7 µM] | 4 | 10 | -0.1 | -1
2) COCCn1c(=S)[nH]c2cc(C(=O)NCCCN3CCOCC3)ccc2c1=O
    -1 | 7 | 5 | -5 | 4 | 17 | · | 3

Next results.
(21) O=C(CCN1CCN(c2ccccc2)CC1)N/N=C/c1ccc(O)c(O)c1O
(22) COC(=O)c1ccccc1NC(=O)C1CCCN(S(=O)(=O)c2ccc(OC)cc2)C1 (stereo not drawn)
(23) CC(C)c1cn(CC[C@H]2CC[C@H](NS(=O)(=O)c3ccc(F)cc3)[C@@H](CO)O2)nn1
(24) COc1cc(CN2CCCCCC2)cc(Br)c1O
(25) CC[C@]12c3[nH]c4ccc(OC)cc4c3CCN1C(=O)C(CC(=O)NCCCN(C)C)C[C@@H]2C(=O)N1CCN(C(=O)C2CC2)CC1 (stereo partly drawn)
assay / entry	21	22	23	24	25
Cneo AK release	-2	0	-1	0	1
PglD inh	5	3	-2	5	-1
PGC1a acetyl inh	·	-23	8	0	·
miR-122 sensor	-13	-2	·	6	·
RAD52 anneal inh	-24	·	-4	-17	-13
RAD54 inh	0	4	1	5	3
E-sel inducer	-0.9	·	0.0	·	-0.1
ERAP1 inh	1	·	-1	1	-4

(26) CC(=O)Nc1ccc(S(=O)(=O)NNc2cccc(C)c2)cc1
(27) O=C(N/N=C/c1ccc[nH]1)c1ccc([N+](=O)[O-])cc1
(28) C[C@@H]1CCCCO[C@@H](CN(C)S(C)(=O)=O)[C@H](C)CN([C@@H](C)CO)C(=O)c2cc(NC(=O)CCC(F)(F)F)ccc2O1
(29) COc1ccc(N2C(=O)/C(=C\c3ccco3)N=C2SCC(=O)NC(C)(C)C)cc1Cl
(30) CCOC(=O)c1cc(-c2ccc(F)cc2)n(CC(=O)Nc2nccs2)c1C
assay / entry	26	27	28	29	30
Cneo AK release	-1	-2	-2	1	1
PglD inh	-2	-4	-1	0	1
PGC1a acetyl inh	·	-3	7	-11	-4
miR-122 sensor	3	-1	-4[16.7 µM]	4	1
RAD52 anneal inh	-19	-1	1	-21	2
RAD54 inh	-41	6	-5	2	12
E-sel inducer	57*	0.7	0.1	·	0.0
ERAP1 inh	27	0	-1	2	5

(31) O=C1C=C(O)C(n2cncn2)C(c2ccc(F)cc2)C1 (stereo not drawn)
(32) CCN(CC)C(=O)CN1CCN(Cc2ccc3c(c2)OCO3)CC1
(33) COc1cc(/C=C2/C(=O)N=C(N)N2C)cc(OC)c1OC
(34) CN(C)C(=O)c1ccc(NC(=O)c2cccc(-n3cnnn3)c2)cc1
(35) NC(=O)CSc1ccc(S(=O)(=O)N2CCCCC2)cn1
assay / entry	31	32	33	34	35
Cneo AK release	-1	2	-2	2	0
PglD inh	1	2	-7	-3	2
PGC1a acetyl inh	-3	2	0	-15	7
miR-122 sensor	-4	-2	0	7	-4
RAD52 anneal inh	-3	-9	·	-14	-431
RAD54 inh	-11	7	6	3	4
E-sel inducer	0.0	0.0	·	0.1	·
ERAP1 inh	3	-1	·	15	1

(36) O=C(NC(=S)NCCc1ccccc1)C1CCCCC1
(37) Cc1ccnc(N2C(=O)CSC2c2ccc(Cl)cc2)c1 (stereo not drawn)
(38) O=c1ccccn1Cc1c(F)cccc1Cl
(39) O=C(/C=C/c1ccc(S(=O)(=O)N2CCOCC2)cc1)NC(=S)NCCCn1ccnc1
(40) CCc1ccccc1NC(=O)N[C@H](C(=O)O)C(C)CC (stereo partly drawn)
assay / entry	36	37	38	39	40
Cneo AK release	15	-1	-1	1	1
PglD inh	-6	-3	0	-2	0
PGC1a acetyl inh	11	·	9	-11	-23
miR-122 sensor	-5	·	-1	-1	-3
RAD52 anneal inh	10	·	·	-6	·
RAD54 inh	-5	7	-10	-5	-6
E-sel inducer	0.6	0.7	·	-0.9	·
ERAP1 inh	-1	·	·	1	·

(41) CCOC(=O)N1CCC(Nc2c(Nc3ccc(C)c(C)c3)c(=O)c2=O)CC1
(42) COc1ccc2[nH]cc(CCNC(=O)C3CC(=O)N(c4ccc(Cl)cc4)C3)c2c1 (stereo not drawn)
(43) COC(=O)CCNS(=O)(=O)c1ccc2ccccc2c1
(44) CCC(C)NC(=O)C1CCC(=O)N1CCc1ccccc1 (stereo not drawn)
(45) C=C1C(=O)[C@]23C[C@H]1CC[C@H]2[C@]1(C)[C@@H](OC(C)=O)CC[C@@](C)(C(=O)OC)[C@H]1C[C@@H]3OC(C)=O
assay / entry	41	42	43	44	45
Cneo AK release	2	-1	1	0	-3
PglD inh	-2	-9	-4	1	7
PGC1a acetyl inh	-41	8	2	-1	94*
miR-122 sensor	-1	0	2	·	2
RAD52 anneal inh	6	-14	-10	-3	-12
RAD54 inh	-4	-3	1	2	-4
E-sel inducer	·	·	·	-0.3	·
ERAP1 inh	1	2	-2	-1	4

The last 2 entries of the part above are carried over, then new ones follow:
(44) CCC(C)NC(=O)C1CCC(=O)N1CCc1ccccc1 (stereo not drawn)
(45) C=C1C(=O)[C@]23C[C@H]1CC[C@H]2[C@]1(C)[C@@H](OC(C)=O)CC[C@@](C)(C(=O)OC)[C@H]1C[C@@H]3OC(C)=O
(46) Cc1ccc(F)c(NC=C2C(=O)OC(C)(C)OC2=O)c1
(47) CCOc1cc(C(C(=O)NCC2CCCO2)N(C(=O)Cn2nnc3ccccc32)c2ccccc2OC)ccc1O (stereo not drawn)
(48) O=C(/C=C\Nc1ccc(Cl)cn1)c1ccc(Br)cc1
(49) CCN1CCN(C(=O)C(C)Sc2nc3nc(C)cc(C)n3n2)CC1 (stereo not drawn)
(50) CCOc1ccc(-n2c(C)nc3cc(C(=O)NCC4CCCO4)ccc32)cc1 (stereo not drawn)
assay / entry	44	45	46	47	48	49	50
Cneo AK release	0	-3	-2	-2	·	-1	1
PglD inh	1	7	4	-3	·	0	3
PGC1a acetyl inh	-1	94*	0	-5	9	-1	1
miR-122 sensor	·	2	1	21	3	-10	1
RAD52 anneal inh	-3	-12	-6	-8	-12	-3	-9
RAD54 inh	2	-4	2	8	·	2	8
E-sel inducer	-0.3	·	·	0.0	0.5	-0.1	·
ERAP1 inh	-1	4	2	-4	-1	3	-1

(51) COc1cccc(C(C(=O)NC(C)(C)C)N(CCc2ccccc2)C(=O)CCC(=O)Nc2cc(C)on2)c1OC (stereo not drawn)
(52) O=C(CN1CCOCC1)NCC[C@H]1CC[C@@H](NC(=O)Nc2ccc(Cl)cc2)[C@@H](CO)O1
(53) CC(NC(=O)CSc1ccccc1)c1ccccc1 (stereo not drawn)
(54) COc1ccc(C(C)=O)cc1CSc1nnnn1-c1ccc(O)cc1
(55) Cc1nc2ncnn2c(C)c1CCC(=O)NCc1ccc2c(c1)OCO2
assay / entry	51	52	53	54	55
Cneo AK release	0	0	-4	·	-1
PglD inh	-1	-1	6	·	2
PGC1a acetyl inh	·	3	-2	1	·
miR-122 sensor	·	·	-3	3	-10
RAD52 anneal inh	8	10	3	3	·
RAD54 inh	-4	1	-4	·	9
E-sel inducer	·	-0.1	0.0	-1.1	·
ERAP1 inh	0	0	-5	·	·
